# LGR2 inh: inhibitors of bursicon-induced Drosophila LGR2 receptor cAMP signaling; HEK293 LGR2, CRE-luciferase, bursicon-stimulated, 4 h; inhibition, % at 9.99 µM; actives 0.35% (n = 380,000);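 active means drop in luminescence signal, shown as inhibition above about 50% in the replicate tests, limit read from the data, passing the limit was not always enough; inconclusive means probably only some replicates passing the limit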;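 further: agonist challenge used bursicon conditioned medium at about half maximal strength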
# GSIS activator: primary screen for activators of insulin secretion dependent on glucose, INS-1E cells, GLuc reporter luminescence; actives 0.61% (n = 370,000); activation, % at 16.6 µM; INS-1E GLuc reporter insulin secretion, 2-3 h;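 active means lowest replicate activation of at least 40%, so every replicate reaches that level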;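 further: 0% = median of neutral control wells and 100% = median of IBMX positive control wells; some compounds called inactive have numbers as strong as hits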
# PglD inh: PglD (C. jejuni) enzyme inhibition | purified PglD enzyme, DTNB colorimetric CoA detection | inhibition, % at 12.5 µM | actives 0.098% (n = 360,000); in the data active means inhibition above about 16%, passing the limit was not always enough; inconclusive means no clear call, values can overlap the other calls; further: strong numbers were not always called active
# PAX8 inh HTS: lowers PAX8-driven luciferase in RMG-I cells; RMG-I TPO-luciferase reporter, SteadyGlo, 24 h; inhibition, % at 12.6 µM; actives 1.2% (n = 360,000); AID 652154;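 active means mean replicate inhibition at least 60% with every replicate also reaching 60%; inconclusive means only one of the two criteria is met; inactive means mean below 60% and not all replicates reaching 60%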;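 further: luciferase light reporting Pax8 driven TPO promoter activity; plate controls were median of neutral control wells for no effect and mitoxantrone controls for full effect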
# PGC1a acetyl inh: lowers PGC1a acetylation signal in U2OS cells; AlphaScreen anti-acetyl-lysine; with virally co-expressed GCN5 acetyltransferase; inhibition, % at 15.6 µM; actives 0.17% (n = 350,000);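 active means every replicate shows inhibition of at least 40%; inconclusive means mean inhibition at least 40% but some replicate below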;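 further: 0% = neutral control wells and 100% = positive control wells; some results beyond the cut were filed as inactive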
# Cneo AK release: Cryptococcus neoformans lysis via adenylate kinase release. AID 651654. C. neoformans lysis, adenylate kinase release luminescence, 4 h; normalised: neutral wells 0, clomiphene wells 100. lysis activity, % at 15 µM. actives 0.2% (n = 360,000);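 active means mean lysis activity across replicates of at least 80%, whatever share of replicates individually reach that level; inactive means mean lysis activity below 80%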
#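 Material – Cryptococcus neoformans yeast cells · Quantity – 5 × 10^6 yeast cells/mL · Buffer or medium – YPD medium · Compound – single dose · Timing – 4 h static compound exposure, 37 °C, read 1 h post-reagent · Signal – adenylate kinase release luminescence · Read-out basis – lysis from increased AK signal · Benchmarks – Clomiphene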
# ARNT-TACC3 inh: disruptors of human ARNT/TACC3 interaction. inhibition, % at 9.99 µM. AlphaScreen His-ARNT PAS-B/GST-TACC3 binding, luminescence; TACC3 fragment carries E629A point mutation. AID 623870. Q9Y6A5. actives 0.66% (n = 390,000);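 active means mean inhibition of replicates at least 50% and at least half of replicates each reaching 50%; inconclusive means half or more replicates reach 50% but mean below 50%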;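 further: 0% = complete ARNT plus TACC3 wells and 100% = ARNT alone without TACC3; many hits fall short of the cut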
# Statin myotox sup: suppressors of simvastatin-induced myotoxicity in C2C12 myotubes; AID 602340; rescue of ATP level, % at 7.49 µM; actives 0.78% (n = 330,000); ATP luminescence, 48 h; scaled: DMSO 0, geranylgeraniol control 100;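 active means mean ATP rescue above about 67%, or every replicate alone reaching that limit, limit read from the data, passing the limit was not always enough; inconclusive means no clear call, values can overlap the other calls; inactive means mean under the limit and some replicate under it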;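 further: myotubes were challenged with 10 µM simvastatin during compound exposure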
# Starred values were filed as active, the others as inactive; ? = inconclusive; . = no result given; & = joins results of further samples. Rows were taken by chance. About 2.9% of those tested had a hit in this group.
SMILES,LGR2 inh,GSIS activator,PglD inh,PAX8 inh HTS,PGC1a acetyl inh,Cneo AK release,ARNT-TACC3 inh,Statin myotox sup
CC1CCCN(C(=O)c2nn(C)c3c2CSc2ccccc2-3)C1 (stereo unspecified),-6.4,7.4,2.9,-33.7,-14.2,0.3,-2.2,26.0
N#Cc1ccsc1NC(=O)COC(=O)c1cc(Br)ccc1O,-12.9,6.1,0.0,-38.5,-0.7,-0.2,-5.5,.
CNc1cnc(-c2cccc(C(=O)N3CCOCC3)c2)cn1,10.6,-5.7,0.6,-65.8,-0.4,-1.0,.,-12.6
O=C(Nc1ccc(N2CCOCC2)cc1)C1CCN(S(=O)(=O)c2ccccc2F)CC1,-14.7,-2.8,.,-6.1,.,.,-1.2,.
CCC1CCCCN1C(=O)c1ccc2c(c1)C(=O)N(c1ccc(C)cc1)C2=O (stereo unspecified),10.0,0.0,2.1,-7.3,.,0.5,-0.4,-5.1
C=CCc1ccccc1OCC(O)CN1CCN(c2ccc(OC)cc2)CC1 (stereo unspecified),.,.,-2.0,9.5,.,3.1,33.1,11.8
CN(Cc1ccccc1)S(=O)(=O)c1ccc(S(=O)(=O)N(Cc2ccc(F)cc2)C2CCCC2)cc1,-0.7,-26.4,-3.4,.,?,0.2,-16.0,-12.2
CN(CC(=O)NCc1ccccn1)S(=O)(=O)c1ccc(F)cc1,5.1,-4.2,.,-19.1,6.8,.,2.6,9.9
O=S(=O)(c1ccc(Cl)cc1)N1CCN(c2ccccn2)CC1,-2.4,7.9,0.6,13.6,20.3,-7.5,22.1,6.5
COc1ccc(CCNC(=O)Nc2nc(C(N)C3CCCCC3)cs2)cc1OC (stereo unspecified),1.1,-11.4,-1.1,-8.4,2.8,5.0,.,-10.6
NC(=O)NCCc1ccccc1,2.5,-3.6,2.3&0.8,-13.7&-3.0,5.8&-7.1,-0.7&-0.3,-14.3,.
O=S(=O)(Nc1ccc(N2CCOCC2)cc1)c1cccs1,-7.4,4.0,1.4,.,3.7,-3.0,.,.

# Some of these compounds in order of their number in PglD inh, largest number first:
smiles,PglD inh
O=S(=O)(Nc1ccc(N2CCOCC2)cc1)c1cccs1,1.4
O=S(=O)(c1ccc(Cl)cc1)N1CCN(c2ccccn2)CC1,0.6
CN(Cc1ccccc1)S(=O)(=O)c1ccc(S(=O)(=O)N(Cc2ccc(F)cc2)C2CCCC2)cc1,-3.4

# Other records:
SMILES,LGR2 inh,GSIS activator,PglD inh,PAX8 inh HTS,PGC1a acetyl inh,Cneo AK release,ARNT-TACC3 inh,Statin myotox sup
Cn1cc(Br)c(C(=O)N/N=C/c2cc3c(cc2Cl)OCO3)n1,-37.8,12.1,-3.5,-122.2,.,-0.2,-6.0,2.6
S=C(NCc1ccncc1)Nc1ccc(Cl)cc1,5.9,-2.5,.,0.6,.,.,-22.5,.
COc1ccc(-n2nc(C(=O)NCC(=O)Nc3cccc(C)n3)c3ccccc3c2=O)cc1,.,.,4.8,.,-14.4,0.2,-2.4,.
C[C@@H]1CCCCO[C@H](CN(C)S(=O)(=O)c2cccs2)[C@@H](C)CN([C@@H](C)CO)C(=O)c2cc(NC(=O)Nc3cccc4ccccc34)ccc2O1,-0.4,18.3,-2.6,26.3,6.0,-1.7,-2.9,3.0
C[C@@H]1CN([C@@H](C)CO)C(=O)Cc2cc(NC(=O)C3CC3)ccc2O[C@@H]1CN(C)Cc1ccc(-c2ccccc2)cc1,-1.5,-9.8,-3.9,49.8,-6.4,2.9,4.2,27.2
COc1ccc(OC)c2[nH]c(=O)c(CCNC(=O)C(C)(C)C)cc12,13.0,2.2,.,14.6,13.7,0.2,-10.4,6.5
O=C(O)c1ccccc1NS(=O)(=O)c1ccc(N/N=C/c2ccc(O)c(O)c2)c([N+](=O)[O-])c1,6.3,-14.1,.,-6.8,.,3.6,27.7,2.8
O=C(NCC[C@@H]1CC[C@@H](NC(=O)C2CCCCC2)[C@@H](CO)O1)c1ccc(F)cc1,5.0,.,-0.8,-8.8,-0.3,-3.5,26.9,2.5
COc1ccc(CNC(=O)CCC(=O)Nc2cccnc2)cc1,2.7,-0.4,1.1,12.7,-5.4,-0.4,-2.8,-6.6
Cn1c(N2CCN(C(c3ccccc3)c3ccccc3)CC2)nc2ccccc21,8.0,-16.5,2.3,8.5,3.6,0.5,22.2,-12.6
Cc1cc(C(=O)N/N=C/c2ccc([N+](=O)[O-])cc2)c(C)o1,-27.9,-3.2,.,-43.4,-8.8,.,0.1,-2.6
C[C@@H]1CN([C@@H](C)CO)C(=O)c2cccc(NC(=O)Nc3ccc(F)cc3)c2O[C@H]1CN(C)S(=O)(=O)c1cccs1,-4.0,-2.9,2.1,-2.7,9.8,-3.6,-7.8,37.3
COc1ccc(CN2C(=O)c3ccccc3C(/C=N\OCc3ccc(C)cc3)C2=O)cc1 (stereo unspecified),.,.,-3.4,.,-12.0,-5.3,17.1,4.3
C[C@H]1CN([C@@H](C)CO)C(=O)c2cc(C#CC3CCCC3)cnc2O[C@H]1CN(C)C(=O)Nc1ccccc1,26.4,-0.5,3.7,-8.1,0.6,7.1,0.5,38.7
O=C(O)CCSc1nc(C(F)(F)F)cc(=O)n1-c1ccccc1,.,.,-1.6,3.7,2.2,0.8,-2.4,1.0
COc1cc(NC(=O)Cc2ccc([N+](=O)[O-])cc2)c(C(=O)O)cc1OC,-4.7,4.2,.,3.5,.,.,1.4,.
O=C(NCC(=O)N(Cc1cccs1)C(C(=O)NC1CCCC1)c1ccco1)c1cccs1 (stereo unspecified),.,.,-3.2,11.1,4.1,3.2,2.2,.
O=C1NC(Cc2ccccc2)c2nc3ccccc3c(=O)n2-c2ncccc21 (stereo unspecified),-2.4,13.4,-3.0,-9.9,-9.7,1.6,.,-3.8
N#CCSCC(=O)Nc1ccc(F)cc1,-4.2,-8.5,-0.2,.,-1.2,0.1,-14.6,13.7
CCCn1c(SCC(=O)NC2CCCC2)nnc1-c1cccnc1,3.2,7.9,2.4,-8.4,3.5,-1.6,-3.5,18.4
C[C@H]1CN([C@@H](C)CO)C(=O)c2cc(NC(=O)Nc3ccc4c(c3)OCO4)ccc2O[C@H]1CN(C)S(=O)(=O)c1ccc(F)cc1,11.1,-4.7,0.6,-3.9,0.6,-0.9,.,-59.7
COC(=O)[C@@]12CCCN1[C@H](c1ccc(-c3cccc(Cl)c3)cc1)[C@H]1C(=O)N(C)C(=O)[C@H]12,8.6,-3.3,-1.4,3.1,-11.2,2.3,-3.9,9.4
[C-]#[N+][C@H](O[C@@H]1O[C@H](CO)[C@@H](O)[C@H](O)[C@H]1O)c1ccccc1,12.6,-0.3,-3.7,.,4.1,1.3,-26.0,-11.2
CC(NS(=O)(=O)c1ccc2[nH]c(=O)[nH]c2c1)c1ccc(F)cc1 (stereo unspecified),-2.1,1.7,-1.2,7.3,-15.3,2.3,.,-3.3
CNc1nc(C)nc(N/N=C/c2ccccc2)n1,-95.9,24.3,.,-48.1,.,.,-4.7,.
CCC(=O)Nc1ccc2c(c1)C(=O)N(C)C[C@@H](OC)[C@@H](C)CN(Cc1ccccn1)[C@H](C)CO2,-2.5,4.3,-0.6,-1.2,8.7,-1.2,-1.7,-23.0
Cc1ccccc1C1CC(=O)Oc2cc(O)ccc21 (stereo unspecified),.,.,-3.2,.,-0.5,5.3,-1.1,5.6
COc1cccc(S(=O)(=O)Nc2ccc3c(c2)C(=O)N(C)C[C@H](OC)[C@H](C)CN(Cc2ccccc2F)[C@@H](C)CO3)c1,14.9&11.9,-8.4&-9.9&2.7,2.0,39.6&22.3,3.1,0.6,3.6,10.9
CC1(C(=O)NS(=O)(=O)c2cccs2)CCN1C(=O)CC1CCCC1 (stereo unspecified),27.7,6.0,-1.8,-1.6,-5.1,-8.6,.,4.1
COCC(=O)N(C)C[C@@H]1Oc2cc(C#CC(C)(C)O)ccc2S(=O)(=O)N([C@H](C)CO)C[C@@H]1C,3.9,0.1,-7.3,.,-4.3,9.7,-8.6,-2.1
COc1ccc(S(=O)(=O)Nc2ccc3c(c2)C(=O)N([C@@H](C)CO)C[C@H](C)[C@H](CN(C)Cc2ccc(C(=O)O)cc2)OCCCC[C@@H](C)O3)cc1,6.9,36.6,1.1,-18.3,5.9,-0.5,6.3,.
CCCNC(=O)Cn1cnc2sc(C(=O)Nc3ccc4c(c3)OCO4)c(C)c2c1=O,-7.9,3.7,-2.9,.,-9.2,1.0,8.5,-10.1
COc1ccc2c3c([nH]c2c1)[C@H](CO)N(Cc1cc(F)ccc1F)CC31CN(C(C)=O)C1,-1.3,-3.1,.,-21.9,8.2,.,.,.
CCOc1ccc(NC(=O)N(CCN(C)C)C(C)c2cccnc2)cc1 (stereo unspecified),-12.0,.,0.6,-14.2,0.5,0.5,-1.9,-2.3
CCOC(=O)Nc1ccccc1C(=O)Nc1cc(C)cc(C)c1,-3.1,-22.2,5.5,6.5,.,1.9,-2.7,1.3
O=C(Nc1ccccc1NC(=O)c1c(F)cccc1F)c1c(F)cccc1F,-6.6,-4.3,2.9,-7.5,-4.5,0.0,-1.2,1.4
Cc1cc(NC(=O)C(C)SCC(=O)Nc2cc(C(F)(F)F)ccc2N2CCCCC2)no1 (stereo unspecified),6.6,-5.7,0.5,-17.6,.,2.1,-11.5,-3.2
Cc1ccc(N2C(=O)CC(Nc3ccc(Cl)c(S(=O)(=O)N(C)C)c3)C2=O)c(C)c1 (stereo unspecified),3.3,4.4,-1.8,18.9,-9.2,1.0,-5.9,0.7
O=c1cc(O)nc(SCc2ccccc2)[nH]1,.,.,1.5,4.0,-6.8,-0.1,-11.4,4.1
Clc1ccc(CSc2nnc(/C=C/c3ccccc3)o2)cc1,2.4,-6.8,-6.1,.,-4.8,-2.0,-12.7,-1.5
CCOC(=O)c1[nH]c(C)c(CCC(=O)OC)c1C,.,.,-8.4,.,.,-0.6,3.6,14.4
N#C/C(=C/c1cn(CC(=O)O)c2ccccc12)C(=O)NCc1ccccc1,-8.3,-5.2,.,48.8,2.5,.,6.1,-3.8
CN(C)C(=O)C[C@@H]1CC[C@H](NC(=O)C2CCOCC2)[C@H](CO)O1,4.2,1.6,2.8,-5.1,7.4,34.6,.,-19.8
c1ccc(C2Oc3ccccc3C3CC(c4cccs4)=NN32)cc1 (stereo unspecified),-9.5,.,0.5,-5.9,5.9,-2.7,.,13.7
O=C(Nc1ccc2nn(-c3ccccc3)nc2c1)c1cccs1,-36.6,25.2,-2.2,.,14.2,-0.9,-6.4,-71.3
CCCc1c(C)c2ccccc2[nH]c1=O,.,.,2.4,-1.1,-6.2,0.0,-4.8,0.7
N#C[C@@H]1[C@@H](c2ccc(C#Cc3ccccc3F)cc2)[C@H](CO)N1C(=O)C1CC1,9.0,-8.1,1.9,3.2,-10.0,1.3,-1.5,-0.1
O=C(NCc1ccc2c(c1)OCO2)C12CC3CC(CC(C3)C1)C2,.,.,-0.6,.,-13.1,-1.3,0.7,2.0
CCN(C[C@H]1N[C@@](CC)(C(=O)OC)[C@H]2C(=O)N(Cc3ccccc3)C(=O)[C@@H]12)S(=O)(=O)c1ccc(C(C)(C)C)cc1,28.6,-17.2,-9.1,1.3,.,1.9,3.0,-0.7
CCOc1ccccc1NC(=O)c1nc(S(=O)(=O)Cc2cccc(C)c2)ncc1Cl,4.0,-6.7,-4.5,132.3*,.,-1.6,3.0,-515.6

# Source: PubChem (Broad Institute)
